# Arr AP2 block: blocks beta-arrestin peptide binding to AP2 adaptin; FITC-arrestin peptide / GST-AP2 beads, flow cytometry; AP2 beta2 appendage carries R879A mutation; inhibition, % at 10 µM; AID 504490; hit rate 0.31% among 340,000;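 active means inhibition above a set limit, near 3 SD of compounds lacking own fluorescence, cut at about 54% in these data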;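 further: plate controls were DMSO wells for no effect and 5 µM unlabelled arrestin peptide for full effect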
#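 Test system: GST-tagged AP2 beta2-adaptin appendage (R879A) on 4 µm glutathione beads; also added: fluorescein-tagged arrestin peptide at 50 nM final; timing: 12 min plus 1 h, RT; signal: flow cytometry, FL1 (488/535 nm); read-out: percent drop in bead-associated FITC signal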
# SR-BI DiI-HDL act: SR-BI HDL lipid transfer activation | CHO ldlA[mSR-BI] cells, DiI-HDL uptake fluorescence, 3 h; 100 = double the neutral-control signal | activation, % at 12.5 µM | hit rate 0.096% among 320,000 | AID 504775;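 active means mean replicate activation of at least 60% and every replicate at or above 60%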;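 further: 0% = median plate neutral-control signal and 100% = twice that signal; values of inactives mirror those of a sister screen read the other way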
#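 Test system: SR-BI-overexpressing, LDLR-lacking CHO cells. Measured by: DiI fluorescence, bottom read. Medium: Ham's F12 with 0.5% BSA, HEPES 25 mM, pH 7.4. Timing: 3 h uptake period with compound, 37 °C.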
# SR-BI DiI inh: inhibitors of mouse SR-BI mediated HDL lipid uptake; hit rate 0.96% among 320,000; AID 488896; ldlA[mSR-BI] CHO cells, DiI-HDL uptake fluorescence, 3 h; inhibition, % at 12.5 µM; Q61009;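 active means mean replicate inhibition of at least 70% and a set share of replicates each scoring 70 or more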;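 further: 0% = median of neutral control wells and 100% = median of positive control wells; values of inactives mirror those of a sister screen read the other way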
# CDK5 inh: inhibitors of human CDK5/p35 kinase; hit rate 0.01% among 330,000; inhibition, % at 10 µM; Recombinant CDK5/p35, ADP-Glo luminescence, 60 min; AID 488839;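 active means highest replicate inhibition of at least 50% and at least 75% of replicates reaching 50%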;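 further: plate controls were DMSO neutral control for no effect and GW8510 at 10 µM for full effect; many of its hits are not listed in these tables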
# SUMO Mot1 rescue: SUMOylation pathway inhibition by Mot1-301 growth rescue; S. cerevisiae Mot1-301 growth rescue, ATP luminescence, 38.5C; percent above DMSO median, 100 means doubled; AID 2716; growth rescue, % at 18.8 µM; hit rate 1% among 320,000;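 active means every valid replicate shows activation above 250% relative to neutral control wells; inactive means the rest, any valid replicate at or below 250%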;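 further: OY570 slx delta 5 strain wells were the positive control but not used for scaling; some compounds called inactive have numbers as strong as hits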
# dFosB activator: mouse delta FosB homodimer activation | P13346 | purified delta FosB, TAMRA-CDK5 oligo fluorescence polarization; percent of positive-control signal above neutral wells | activation, % at 25 µM | hit rate 0.99% among 340,000;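 active means mean activation above about 17%, with every replicate also reaching it, limit read from the data, passing the limit was not always enough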;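 further: fluorescence polarization rise as delta FosB binds a TAMRA Cdk5 AP-1 oligo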
# Target sequence (P13346 whole entry, looked up): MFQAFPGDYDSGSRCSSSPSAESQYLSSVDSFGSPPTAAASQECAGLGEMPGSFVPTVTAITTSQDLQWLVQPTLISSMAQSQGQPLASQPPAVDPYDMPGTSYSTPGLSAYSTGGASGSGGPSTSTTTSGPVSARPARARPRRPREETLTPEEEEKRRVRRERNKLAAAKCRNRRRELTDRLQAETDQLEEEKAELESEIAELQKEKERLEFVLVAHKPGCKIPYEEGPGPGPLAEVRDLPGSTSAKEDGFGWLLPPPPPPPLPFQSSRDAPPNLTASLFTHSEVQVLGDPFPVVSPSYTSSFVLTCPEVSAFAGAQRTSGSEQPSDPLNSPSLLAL
# DSG3 Ab inh: human desmoglein-3 autoantibody binding inhibition | DSG3-coupled beads, scFv-anti-DSG3-GFP binding, flow cytometry; active compounds read low | binding (percent of control), % at 10 µM | hit rate 0.48% among 310,000 | P32926;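 active means binding more than 3 SD below its plate's average and above zero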;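 further: hits lower antibody fragment binding to DSG3; some compounds called inactive have numbers as strong as hits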
# PKA-R2B act: PKA-R2B complex activation; PKA-R2B holoenzyme dissociation, Cy5-IP20 fluorescence polarization; R2B truncated from residue 108, S112A mutant; 0% DMSO only, 100% 113 µM cGMP; activation, % at 11.4 µM; hit rate 0.079% among 340,000;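 active means activation above a cutoff set at the mean over all compounds plus 3 SD, cut at about 18% in these data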;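 further: higher means more holoenzyme dissociation and a rise in polarization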
# Target sequence (P31323 whole entry, looked up, other chains not shown, the tested form may be a part): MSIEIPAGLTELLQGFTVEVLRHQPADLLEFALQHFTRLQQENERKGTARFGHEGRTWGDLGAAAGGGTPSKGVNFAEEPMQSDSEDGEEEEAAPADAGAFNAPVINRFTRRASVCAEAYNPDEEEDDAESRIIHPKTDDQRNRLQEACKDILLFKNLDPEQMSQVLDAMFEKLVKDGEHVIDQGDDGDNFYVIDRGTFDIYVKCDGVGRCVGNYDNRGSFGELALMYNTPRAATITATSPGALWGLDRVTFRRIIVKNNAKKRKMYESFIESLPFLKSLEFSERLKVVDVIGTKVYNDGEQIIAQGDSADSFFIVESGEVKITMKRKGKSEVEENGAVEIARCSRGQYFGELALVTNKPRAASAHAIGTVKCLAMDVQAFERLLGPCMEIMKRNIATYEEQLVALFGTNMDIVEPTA
# MITF TRPM1 HTS: MITF TRPM1 promoter activation in melanoma cells. SK-MEL-5 TRPM1-promoter luciferase, 24 h; % of positive control, neutral wells = 0. activation, % at 12.5 µM. hit rate 0.75% among 300,000. AID 588334;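 active means mean activation of at least 80% with every replicate also reaching 80%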;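 further: 0% = neutral control wells and 100% = parthenolide positive control wells; values of inactives mirror those of a sister screen read the other way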
# NSD2 HMT inh: inhibitors of human histone methyltransferase NSD2 | NSD2 peptide methylation, AlphaScreen, 120 min | AID 743445 | hit rate 0.54% among 310,000 | inhibition, % at 12.5 µM | O96028; in the data active means inhibition above about 50%
# PKA-R1A activ: activates the PKA-R1A holoenzyme complex. P00514+P68181. AID 504707. activation, % at 11.4 µM. hit rate 0.083% among 340,000. PKA-R1A dissociation, Cy5-IP20 fluorescence polarization; scaled: DMSO 0%, 113 µM cGMP 100%;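 active means percent activation above the mean of all tested compounds plus 3 SD, cut at about 19% in these data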;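 further: higher means more PKAc released from R1A so a rise in polarization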
# * = called active by the depositor; nt = no result given.
SMILES,Arr AP2 block,SR-BI DiI-HDL act,SR-BI DiI inh,CDK5 inh,SUMO Mot1 rescue,dFosB activator,DSG3 Ab inh,PKA-R2B act,MITF TRPM1 HTS,NSD2 HMT inh,PKA-R1A activ
CCOc1ccc(NC(=O)Cc2ccc(NC3=NC4CS(=O)(=O)CC4S3)cc2)cc1 (configuration not stated),2,-7,7,-1.1,1,14,70,4,nt,nt,-3
O=C1Cc2ccccc2Sc2ccccc21,-1,30,-30,-1.5,18,-1,84,5,7,1,4
COc1nc(OC)nc(N2CCC(NC(=O)C(Cc3cccc(OC)c3OC)NC(C)=O)CC2)n1 (configuration not stated),32,-5,5,-0.1,16,-2,97,-7,6,-4,-6
CCn1c(NC2CCCCC2)nc2ccccc21,0,13,-13,1.3,173,-3,nt,-3,9,-6,0
c1ccc(-c2noc(-c3ccccc3-c3ccccc3)n2)cc1,-3,0,0,-0.6,6,-9,77,-5,-2,0,4
CC(C)c1nc2oc3c(N4CCN(C)CC4)ncnc3c2c2c1CCC2,0,-23,23,-0.6,nt,-12,101,-9,nt,7,3
COc1cccc(-n2nnc3c(=O)n(Cc4cccc(F)c4)cnc32)c1,9,17,-17,-0.3,113,-7,92,-8,4,0,5
COc1ccccc1N1CCN(C(=O)c2ccc(-c3ccc(Cl)cc3)o2)CC1,20,-32,32,1.9,41,-6,93,0,-13,0,1
CN(c1ccccc1)S(=O)(=O)c1ccc(NC(=O)COc2ccccc2)cc1,5,0,0,0.4,-1,-6,113,-10,-4,-1,-20
CCC(C)C(Nc1ncnc2scc(-c3ccccc3)c12)C(=O)O (configuration not stated),18,9,-9,-0.9,7,0,108,-5,4,-4,10
CN(C)CC(=O)c1c(N)n(Cc2ccccc2)c(=O)n(C)c1=O,-22,12,-12,-0.9,-13,4,98,1,9,-4,3
O=C(CSC1=NCCN1)C1COc2ccccc2O1 (configuration not stated),-2,-22,22,-1.8,-2,-1,100,-2,-1,2,3
O=C(CN1CCOCC1)Nc1cccc(Br)c1,6,14,-14,1.2,-3,5,96,-10,8,3,-4
CS(=O)(=O)N1CCc2cc(C(=O)N3CCN(c4ccccc4F)CC3)ccc21,-4,-9,9,-0.9,15,-1,102,1,-2,1,-3
CN1CCN(NC(=O)Nc2cc(Cl)cc(Cl)c2)CC1,-2,25,-25,-0.5,10,-3,112,9,-15,0,-5
O=C(CCS(=O)(=O)c1ccccc1)Nc1ccccc1N1CCOCC1,-10,16,-16,0.8,8,-4,117,1,4,-5,7
CCCNc1c(NC(=O)c2cccs2)c(=O)oc2ccccc12,26,7,-7,2.3,-10,-2,107,1,-6,28,-2
O=c1c2[nH]c3cccc(Cl)c3c2ncn1CCN1CCCCC1,12,nt,nt,1.5,-12,-5,103,-1,7,-2,-6
CCOc1ccc(C(=O)SC2=NCCS2)cc1,27,18,-18,-0.7,24,1,104,-7,-17,-2,1
O=C(CCCn1c(=O)[nH]c2cc(Cl)ccc2c1=O)NCCC1=CCCCC1,-3,9,-9,1.0,1,-4,93,-8,10,6,-2
Cc1ccc(S(=O)(=O)N2CCCCC2)cc1NC(=O)c1cc2ccccc2o1,-33,-14,14,-11,151,-9,101,1,-20,-3,5
Cc1cc(=O)oc2cc(OCC(=O)NC3CCCC3)ccc12,4,-6,6,-0.3,-6,3,106,-12,12,nt,4
O=C(COc1cccnc1[N+](=O)[O-])Nc1cc(Cl)ccc1Cl,-9,-19,19,0.8,-8,-1,nt,-1,67,1,-5
c1ccc(Cc2nnc3sc(C4COc5ccccc5O4)nn23)cc1 (configuration not stated),-1,3,-3,-0.8,15,-9,96,-7,4,nt,1
O=C(Nc1ccc(C(=O)N2CCCC2)cc1)Nc1ccc(Cl)cc1Cl,-6,-1,1,0.8,14,-1,91,1,-6,1,0
Cc1ccc(C)c(NS(=O)(=O)c2cc(C(=O)NCc3ccccn3)ccc2C)c1,11,-17,17,-1.3,-15,1,119,3,13,-4,0
Cc1ccsc1/C=N/NC(=O)Nc1ccccc1,-5,-9,9,-0.5,-18,2,100,-5,107*,-11,-2
CCN(CC)CCOC(=O)c1ccccc1Br,2,8,-8,2.0,165,-2,109,2,4,-3,6
COc1ccc(C(CC(=O)NCCCN2CCOCC2)NS(=O)(=O)c2ccc(C)cc2)cc1 (configuration not stated),1,24,-24,0.0,68,0,105,1,4,0,-1
CCOC(=O)C1=NN(C(=O)c2ccccc2)C(O)(c2ccc(C)cc2)C1 (configuration not stated),-4,-7,7,0.2,26,-2,102,10,-10,2,-9
Cc1c(C(=O)Nc2ccccc2[N+](=O)[O-])csc1-c1ccccc1,-1,-21,21,-4.4,-15,-2,101,1,30,-1,0
COc1ccccc1OCCNC(=O)c1ccco1,6,19,-19,-1.9,3,-3,109,3,20,20,-10
Cc1cccc(OCCCC(=O)Nc2ccc(N(C)C)cc2)c1,28,27,-27,-0.9,37,-1,122,2,-4,0,5
CN(C(=O)CNc1ccccc1Cl)C1CCS(=O)(=O)C1 (configuration not stated),-4,nt,-15,-1.0,3,2,109,6,0,-2,4
Cc1ccc(NC(=O)Cn2c(=O)c3cccn3c3ccccc32)c(C)c1,-2,8,-8,0.3,15,46*,93,-13,14,-6,0
Cc1ccccc1N1CCN(S(=O)(=O)c2ccccc2)CC1,2,0,0,-2.8,39,0,99,-10,nt,-3,1
COc1ccc(-n2c(SCC(=O)NCCCN3CCCC3=O)nnc2C(C)N2CCCCC2)cc1 (configuration not stated),11,3,-3,-0.1,3,-7,104,-2,-1,nt,-3
CN(C(=O)CCNC(=O)Cn1cnc2ccccc2c1=O)c1ccc(F)cc1,1,nt,nt,0.9,27,3,87,5,nt,-4,2
COc1ccc(NS(=O)(=O)c2ccc(C)c(C(=O)NCc3cccnc3)c2)cc1,25,25,-25,1.0,-17,-1,102,1,-9,2,5
CCn1nc(CC(=O)Nc2ccc(-n3cnnn3)c(OC)c2)c2ccccc2c1=O,2,-16,16,1.4,-2,-13,95,-5,nt,-2,-11
COc1cccc2cc(C(=O)Nc3ccccc3C(=O)N3CCOCC3)oc12,-8,-10,10,0.2,-18,-5,111,4,4,5,-4
Cc1cccc(CCNS(=O)(=O)c2ccc3c(c2)oc(=O)n3C)c1,4,6,-6,1.4,2,0,106,-6,nt,-1,-11
O=C(Nc1ccccc1F)N1CCc2ccccc2C1,12,17,-17,0.6,-2,-14,100,4,57,-2,-4
Cc1cc2c(ccc3c2no[n+]3[O-])nn1,4,22,-22,0.9,41,1,94,5,-16,-1,-13
CCOC(=O)C(C(=O)OCC)C1OC(=O)c2cc3c(cc21)C(=O)OC3C(C(=O)OCC)C(=O)OCC (configuration not stated),30,22,-22,1.0,-8,0,101,-7,4,7,1
CC1CCCC(C)N1C(=O)COC(=O)CSc1ccc([N+](=O)[O-])cc1 (configuration not stated),75*,33,-33,0.9,nt,-11,94,-13,-9,0,-2
COc1ccc(S(=O)(=O)N2CCOCC2)cc1NC(=O)CCc1nc2ccccc2c(=O)[nH]1,10,1,-1,0.2,-2,-9,108,-8,-10,2,3
COc1ccccc1N1CCN(C(=O)C(=O)c2cn(CC(=O)N3CCOCC3)c3ccccc23)CC1,-5,-8,8,1.1,10,-3,100,11,0,1,2

# Rewritten with values ahead of the structure: twelve of the compounds above
Arr AP2 block,SR-BI DiI-HDL act,SR-BI DiI inh,CDK5 inh,SUMO Mot1 rescue,dFosB activator,DSG3 Ab inh,PKA-R2B act,MITF TRPM1 HTS,NSD2 HMT inh,PKA-R1A activ,structure
11,3,-3,-0.1,3,-7,104,-2,-1,nt,-3,COc1ccc(-n2c(SCC(=O)NCCCN3CCCC3=O)nnc2C(C)N2CCCCC2)cc1 (configuration not stated)
1,nt,nt,0.9,27,3,87,5,nt,-4,2,CN(C(=O)CCNC(=O)Cn1cnc2ccccc2c1=O)c1ccc(F)cc1
25,25,-25,1.0,-17,-1,102,1,-9,2,5,COc1ccc(NS(=O)(=O)c2ccc(C)c(C(=O)NCc3cccnc3)c2)cc1
2,-16,16,1.4,-2,-13,95,-5,nt,-2,-11,CCn1nc(CC(=O)Nc2ccc(-n3cnnn3)c(OC)c2)c2ccccc2c1=O
-8,-10,10,0.2,-18,-5,111,4,4,5,-4,COc1cccc2cc(C(=O)Nc3ccccc3C(=O)N3CCOCC3)oc12
4,6,-6,1.4,2,0,106,-6,nt,-1,-11,Cc1cccc(CCNS(=O)(=O)c2ccc3c(c2)oc(=O)n3C)c1
12,17,-17,0.6,-2,-14,100,4,57,-2,-4,O=C(Nc1ccccc1F)N1CCc2ccccc2C1
4,22,-22,0.9,41,1,94,5,-16,-1,-13,Cc1cc2c(ccc3c2no[n+]3[O-])nn1
30,22,-22,1.0,-8,0,101,-7,4,7,1,CCOC(=O)C(C(=O)OCC)C1OC(=O)c2cc3c(cc21)C(=O)OC3C(C(=O)OCC)C(=O)OCC (configuration not stated)
75*,33,-33,0.9,nt,-11,94,-13,-9,0,-2,CC1CCCC(C)N1C(=O)COC(=O)CSc1ccc([N+](=O)[O-])cc1 (configuration not stated)
10,1,-1,0.2,-2,-9,108,-8,-10,2,3,COc1ccc(S(=O)(=O)N2CCOCC2)cc1NC(=O)CCc1nc2ccccc2c(=O)[nH]1
-5,-8,8,1.1,10,-3,100,11,0,1,2,COc1ccccc1N1CCN(C(=O)C(=O)c2cn(CC(=O)N3CCOCC3)c3ccccc23)CC1

# Three entries out of the list above, arranged by the value under MITF TRPM1 HTS, descending.
SMILES	Arr AP2 block	SR-BI DiI-HDL act	SR-BI DiI inh	CDK5 inh	SUMO Mot1 rescue	dFosB activator	DSG3 Ab inh	PKA-R2B act	MITF TRPM1 HTS	NSD2 HMT inh	PKA-R1A activ
O=C(Nc1ccccc1F)N1CCc2ccccc2C1	12	17	-17	0.6	-2	-14	100	4	57	-2	-4
COc1cccc2cc(C(=O)Nc3ccccc3C(=O)N3CCOCC3)oc12	-8	-10	10	0.2	-18	-5	111	4	4	5	-4
Cc1cc2c(ccc3c2no[n+]3[O-])nn1	4	22	-22	0.9	41	1	94	5	-16	-1	-13

# Screening results: PubChem, several laboratories
